PolyA inh: polyadenylation inhibitors in yeast reporter cells, primary screen, luminescence, S. cerevisiae; S. cerevisiae SKY197-pL101 polyadenylation reporter, beta-gal luminescence; efflux-impaired pdr1/pdr3 knockout yeast; score 100 = 6 SD above DMSO; calls only at 12 µM; 0.02% of 300,000 active; AID 1875, 2009;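 active means lowest replicate activity score at least 50, where 100 means six control SD above control mean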;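 further: yeast exposed to compound for 9 h at 30 °C; higher score means more reporter readthrough which indicates perturbed polyadenylation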
hERG protect: hERG rescue from dofetilide block, primary screen, cell-based, CHO-hERG, FluxOR thallium flux, dofetilide IC70. AID 1511, 2009. dofetilide IC70 present. activation (rescue from dofetilide block), less the hit threshold, % at 10 µM. 0.51% of 310,000 active;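 active means activation above the mean of controls blocked by dofetilide plus 5 SD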;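 further: thallium influx through hERG after potassium depolarization seen as dye fluorescence rise; in these data hits start at about 4.7%; inactives centre near -7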
TRPC4 agonist: activators of mouse TRPC4 channel, primary screen, Fluo4 calcium, HEK293 TRPC4beta/mu-opioid cells; Short transient receptor potential channel 4 (Mus musculus), Q9QUQ5; Fluo4 calcium fluorescence; active compounds read high; B-score at 10 µM; 0.49% of 310,000 active;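 active means B-score above 5 SD of library B-scores, and initial fluorescence ratio not above library mean plus 5 SD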;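 further: positive B-score marks a calcium rise read as TRPC4 activation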
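Assay system: HEK293 stable line with TRPC4beta plus mu-opioid receptor. Times: dye 45 min RT, read 110 s. Measured by: kinetic Fluo4 calcium fluorescence. Measure: B score of integrated ratio. Controls: assay buffer as low control, maximal DAMGO as high control.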
KCNK3 block: human KCNK3 channel inhibitors, primary screen, CHO cells, FluxOR thallium flux, B-score; B-score at 10 µM; FluxOR fluorescence; active compounds read low; AID 602410, 2012; Potassium channel subfamily K member 3 (Homo sapiens), O14649; 0.84% of 340,000 active;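 active means B-score under library mean minus 4 SD, starting fluorescence ratio at most library mean plus 5 SD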;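 further: more negative B-score means stronger inhibition of thallium flux through KCNK3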
TRPC4 PAM: positive allosteric modulators of TRPC4, primary screen, cell-based, mouse TRPC4beta, HEK293 mu-opioid, Fluo-4 calcium; DAMGO EC20, Fluo-4 Ca2+ flux; active compounds read high; AID 2227, 2009; 0.42% of 310,000 active; B-score at 10 µM;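 active means B-score of calcium response area above 5 SD of library B-scores, with initial fluorescence ratio within 5 SD of library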;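 further: B-score of integrated fluorescence ratio over time as area under calcium response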
KCNQ1 block: inhibitors of human KCNQ1 channel, primary screen, cell-based, thallium flux, high-throughput | Potassium voltage-gated channel subfamily KQT member 1 (Homo sapiens), P51787 | B-score at 10 µM | CHO-K1 KCNQ1, FluxOR thallium flux fluorescence; active compounds read high | 1.3% of 310,000 active;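 active means compounds whose thallium flux B-score, printed positive for inhibition, exceeds three library SD while starting fluorescence stays within three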;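 further: channel opened by potassium depolarization with thallium stimulus after 20 min compound exposure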
Target sequence (P51787 whole entry, looked up): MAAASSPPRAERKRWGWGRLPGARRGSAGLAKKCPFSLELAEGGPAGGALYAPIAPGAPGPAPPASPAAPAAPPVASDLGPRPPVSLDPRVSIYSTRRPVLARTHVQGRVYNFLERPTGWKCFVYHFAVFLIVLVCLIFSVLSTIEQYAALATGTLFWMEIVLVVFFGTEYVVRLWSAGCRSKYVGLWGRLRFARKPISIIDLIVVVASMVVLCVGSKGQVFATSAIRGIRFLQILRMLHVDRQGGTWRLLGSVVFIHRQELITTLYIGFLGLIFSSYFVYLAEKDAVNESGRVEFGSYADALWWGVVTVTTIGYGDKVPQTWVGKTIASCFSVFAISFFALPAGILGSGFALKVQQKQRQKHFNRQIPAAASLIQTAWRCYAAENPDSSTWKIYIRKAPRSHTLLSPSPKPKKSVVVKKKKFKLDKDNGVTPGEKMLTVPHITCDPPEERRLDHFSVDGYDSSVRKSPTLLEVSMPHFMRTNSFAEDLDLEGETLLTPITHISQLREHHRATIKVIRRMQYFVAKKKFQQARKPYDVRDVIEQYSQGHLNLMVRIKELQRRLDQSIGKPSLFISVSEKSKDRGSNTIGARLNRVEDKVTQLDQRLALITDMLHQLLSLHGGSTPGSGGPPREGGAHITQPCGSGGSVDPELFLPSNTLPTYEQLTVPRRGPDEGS
KCNK9 block: KCNK9 potassium channel inhibitors, primary screen, HEK293 cells, thallium flux; FluxOR thallium flux fluorescence; active compounds read low; B-score at 10 µM; 1.2% of 310,000 active; AID 488922, 2010;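 active means ratio B-score over 3 SD below the library mean, with starting fluorescence within 5 SD of its mean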;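 further: negative B-score means less thallium flux so channel inhibition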
Platelet DG rel: inhibitors of platelet dense granule secretion, primary screen, cell-based, MLPCN, human platelets; inhibition, %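 (compounds screened at 7.5 µM in platelet-rich plasma)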; AID 1663, 2009; human platelet-rich plasma, SFLLRN dense granule ATP release, luminescence; 0.22% of 300,000 active;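 active means mean replicate score, as percent of positive control, at or above 50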
KCNQ1 act: potentiators or activators of KCNQ1 channel, primary screen, cell-based, thallium flux, high-throughput | CHO-K1 KCNQ1, thallium flux FluxOR fluorescence; active compounds read high | 0.35% of 310,000 active | B-score at 10 µM;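 active means fluorescence ratio B-score, a plate-corrected score, at least three library SD, with initial intensity B-score within 5 SD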
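System: Stable KCNQ1 CHO-K1 line | Incubation: 90 min dye loading and 20 min compound exposure, both at room temperature | Measure: Ratio B score | Medium: Assay buffer for compound exposure, DMSO matched across wells | Compound dosing: Single-concentration screen | Probe or stimulus: K+/Tl+ depolarizing stimulus | Measured by: Kinetic FluxOR fluorescence, 10 s baseline plus 110 s post-stimulus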
TRPC4 block: inhibitors of mouse TRPC4 channel, primary screen, Fluo4 calcium, HEK293 TRPC4beta/mu-opioid cells; Short transient receptor potential channel 4 (Mus musculus), Q9QUQ5; 0.39% of 300,000 active; B-score at 10 µM; DAMGO-evoked Fluo4 calcium flux; active compounds read low;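 active means B-score over 3 SD under the library average, no early fluorescence shift, positive overall ratio signal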
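Material: HEK293 cells with stable TRPC4beta plus mu-opioid receptor expression; probe or stimulus: DAMGO in two steps, submaximal then maximal; technique: Fluo4 calcium fluorescence by kinetic imaging, 5 s 1 Hz baseline; measure: integrated fluorescence ratio relative to baseline, converted to per-well B score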
Dyrk1A ADPGlo: rat Dyrk1A kinase inhibitors, primary screen, biochemical, single point, plate reader; Dual specificity tyrosine-phosphorylation-regulated kinase 1A (Rattus norvegicus), Q63470; ADP-Glo luminescence, NFATc1 peptide; inhibition, % at 12.5 µM; 0.43% of 310,000 active; AID 504441, 2011; in the data active means inhibition above about 50%;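 further: plate controls were vehicle with enzyme for no effect and no enzyme for full effect; many of its hits are not listed in these tables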
* hit, by the source's call; i = inactive; . = not tested or not shown. An excerpt; the hit share may differ from the screen's.

Sequence of screens: PolyA inh	hERG protect	TRPC4 agonist	KCNK3 block	TRPC4 PAM	KCNQ1 block	KCNK9 block	Platelet DG rel	KCNQ1 act	TRPC4 block	Dyrk1A ADPGlo
1) CCc1noc(C)c1C(=O)NC1CCCc2c1cnn2-c1ccc(C(C)(C)C)cc1 (configuration not stated)
 : i	-10	i	i	i	i	i	-5	i	i	7
2) COc1ccc(CC(=O)Nc2c3c(nn2C(C)(C)C)CS(=O)C3)cc1 (configuration not stated)
 : i	-9	i	i	i	i	i	1	i	i	0
3) COc1ccc(C)cc1S(=O)(=O)N1CCc2ccccc2C1
 : i	-7	i	i	i	i	i	-3	i	i	2
4) CNS(=O)(=O)c1ccc2c3c(cccc13)C(=O)N2
 : i	-1	i	i	i	i	i	2	i	i	2
5) Cc1ccc(-c2nc(NCCN(C)C)c3ccccc3n2)cc1
 : i	-5	i	i	i	i	i	2	i	i	10
6) CN1C(=O)N(C)C(c2ccccc2Cl)C2=C1CC(C)(C)CC2=O (configuration not stated)
 : i	0	i	i	i	i	i	-4	i	i	-2
7) COC(=O)c1ccccc1N/C=C/C(=O)c1ccc(Br)cc1
 : i	-4	i	i	i	i	-12*	-10	i	i	4
8) CCOC(=O)C[C@H]1c2cc(F)ccc2S(=O)(=O)N1c1cccc(OC)c1
 : i	-4	i	i	i	i	i	0	i	.	-4
9) CSc1ccc(/C=N/NC(=O)c2cccs2)cc1
 : i	25*	i	i	i	i	i	23	46*	i	1
10) CC(C)(Oc1ccc(Cl)cc1)C(=O)OCC(=O)Nc1ncc(Cl)cc1Cl
 : i	-11	i	i	i	i	i	0	i	i	3
11) CCOc1nc(C)cc(C)c1S(=O)(=O)c1cccc(Cl)c1
 : i	-3	i	i	i	i	i	1	i	i	0
12) CCC(C)C(NC(=O)C1CCC(C)CC1)C(=O)Nc1ccc(OC)cc1OC (configuration not stated)
 : i	-9	i	i	i	i	i	2	i	i	7
13) C/C(CCc1ccc2c(c1)OCO2)=N\NC(=S)NC(C)C
 : i	0	i	i	i	i	i	1	i	i	.
14) O=C(/C=C/c1ccc(OCc2c(F)cccc2Cl)cc1)N1CCOCC1
 : i	-15	i	i	i	i	i	7	i	i	1
15) COc1ncnc(OC)c1NC(=O)c1ccc(F)cc1
 : i	-6	i	i	i	i	i	-4	i	i	2
16) COc1ccccc1NC(=O)N(c1c(N)n(Cc2ccccc2)c(=O)[nH]c1=O)C1CCCC1
 : i	-8	i	i	i	i	i	5	i	i	6
17) Cn1c(=O)c2cc(S(=O)(=O)N3CCN(c4cccc(C(F)(F)F)c4)CC3)ccc2n(C)c1=O
 : i	-7	i	i	i	i	i	4	i	i	-7
18) CCOC(=O)c1ccc2c(c1)N(CC#N)C(=O)C(C)(C)O2
 : i	-15	i	i	i	i	i	9	i	i	-3
19) O=C(CSc1nnc(COc2ccc(Br)cc2)o1)N1CCOCC1
 : i	-4	i	i	i	i	i	-4	i	i	-3
20) COc1ccccc1CN1CCCC(N2CCN(c3ccccc3OC)CC2)C1 (configuration not stated)
 : i	-12	i	i	i	i	i	-4	i	i	2
21) COc1ccc(NC(=S)N(CCN(C)C)C(C)c2ccncc2)cc1Cl (configuration not stated)
 : i	-9	i	i	i	i	i	3	i	i	-7
22) CCOC(=O)c1ccccc1NC(=O)c1ccccc1SC
 : i	1	i	i	i	i	i	-4	i	i	11
23) CN(CC(=O)Nc1ccc(Cl)c(C(F)(F)F)c1)C(=O)Cc1n[nH]c(=O)c2ccccc12
 : i	-17	i	i	i	i	i	1	i	i	1
24) Cc1cc(C)c(C)c(S(=O)(=O)Nc2ccccc2C(=O)O)c1C
 : i	-5	i	i	i	i	i	-3	i	i	2
25) CC1Nc2ncnc(N3CCOCC3)c2N(Cc2ccccc2)C1=O (configuration not stated)
 : i	-8	i	i	i	i	i	0	i	i	-5
26) CC1CCCN(C(=O)COC(=O)c2n[nH]c3ccccc23)C1 (configuration not stated)
 : i	2	i	i	i	i	i	-1	i	i	-2
27) CC1CCCN(c2nc3ccsc3c(=O)s2)C1 (configuration not stated)
 : i	-2	i	i	i	i	i	-4	i	i	26
28) OCCC1CN(Cc2cccn2-c2ccccn2)CCN1Cc1ccccc1 (configuration not stated)
 : i	-17	i	i	i	i	i	5	i	i	-2
29) O=C(Nc1ccc(N2CCN(c3ccccc3)CC2)c(F)c1)C1CC1
 : i	-10	i	i	i	i	i	-2	i	i	-4
30) O=C(c1ccoc1)N1CCC2(CC1)Oc1ccc(Cl)cc1C(=O)C21CC(c2ccc(Cl)cc2)=NO1 (configuration not stated)
 : i	-12	i	i	i	6*	i	1	i	i	8
31) COc1ccccc1N1CCN(c2ccnc3cc(Cl)ccc23)CC1
 : i	-12	i	i	i	i	i	6	i	i	-1
32) Cc1csc(NC(=O)c2nc3nccc(C)n3n2)n1
 : i	0	i	i	i	i	i	-2	i	i	-2
33) Cc1c(NC(=O)C(C)OC(=O)c2cc(Cl)nc(Cl)c2)c(=O)n(-c2ccccc2)n1C (configuration not stated)
 : i	1	i	i	i	i	i	-8	i	i	-2
34) O=C(NCc1cccc(C(F)(F)F)c1)c1ccc(=O)[nH]c1
 : i	-10	i	i	i	i	i	-7	i	i	2
35) Cc1ccc(F)c(NC(=O)c2c(-c3ccccc3)noc2C)c1
 : i	-8	i	i	i	i	i	-2	i	i	3
36) COc1cc(OC)cc(C(=O)Nc2ccc(S(=O)(=O)N(C)C)cc2)c1
 : i	-10	i	i	i	i	i	1	i	i	3
37) CCOC(=O)c1c(C)n(C)c2cc(-c3ccc(F)cc3)c(O)cc12
 : i	-11	i	i	i	i	i	-8	i	i	-1
38) CC1CN(S(=O)(=O)c2ccc(C(=O)NCCCn3ccnc3)cc2)CC(C)O1 (configuration not stated)
 : i	-5	i	i	i	i	i	-6	i	i	5
39) FCCCOc1ccc(CN2CCN(c3ccccc3F)CC2)cc1
 : i	-10	i	i	i	i	i	-3	i	i	-1
40) Cc1ccc2oc(=O)n(CCCOc3ccccc3C)c2c1
 : i	-15	i	-11*	i	i	i	3	i	i	18
41) Cc1cc(C(F)F)n2ncc(C(=O)N3CCCCC3)c2n1
 : i	-5	i	i	i	i	i	4	i	i	-1
42) Clc1cccc(CON/C=N/c2ncnc3sccc23)c1
 : i	-10	i	i	i	i	i	7	i	i	21
43) COc1cccc(NC(=O)CCCn2c(=S)[nH]c3ccccc3c2=O)c1
 : i	-3	i	i	i	i	i	3	i	i	-4
44) O=[N+]([O-])c1ccccc1CNC1CCCc2ccccc21 (configuration not stated)
 : i	-15	i	i	i	i	i	-1	i	-6*	5
45) Cc1ccc(Oc2ncccc2NC(=O)CCCC(=O)O)c2c1CCC2
 : i	-8	i	i	i	i	i	-34	i	i	.
46) O=C(CN1CCOCC1)NCCC12CC3CC(CC(C3)C1)C2
 : i	-9	i	i	i	i	i	-4	i	i	-4
47) COc1ccc(N2CCN(C(=O)CN(Cc3ccccc3)S(C)(=O)=O)CC2)cc1
 : i	-3	i	i	i	i	i	1	i	i	.
48) Cc1cc(NC(=O)CCC(=O)N(c2ccccc2)C(C(=O)NC2CCCC2)c2ccccc2)no1 (configuration not stated)
 : i	-5	i	i	i	i	i	10	i	i	-9
49) CCC1=C(OC(=O)N(CC)CC)N2C(=O)OC(=NCC(=O)OC)[C@]2(C)[C@H]2C1=CC[C@H]1C(=O)NC(=O)[C@H]12
 : i	-8	i	i	i	i	i	-1	i	i	-2
50) Cc1ccc(S(=O)(=O)NC(C)C(=O)NCc2ccc(Cl)cc2)cc1 (configuration not stated)
 : i	-9	i	i	i	i	i	8	i	i	.
51) COc1cccc(CN(C(=O)c2ccccc2Cl)C2CCS(=O)(=O)C2)c1 (configuration not stated)
 : i	-4	i	i	i	i	i	-1	i	i	.
52) CC(=O)NC1=NN(C(C)=O)C(c2ccc(F)cc2)S1 (configuration not stated)
 : i	-11	i	i	i	i	i	1	i	i	2
53) c1ccc2c(c1)CCCN2c1nc2ccccc2n2cnnc12
 : i	-8	i	i	i	i	i	-10	i	i	17
54) O=C(NC1CC2CCC(C1)N2C(=O)NCc1ccccc1)NC12CC3CC(CC(C3)C1)C2 (configuration not stated)
 : i	-5	i	i	i	i	i	-1	i	i	0
55) O=c1[nH]c(=O)c2ncc(-c3ccc(Cl)cc3)nc2[nH]1
 : i	-15	i	.	i	i	i	2	i	i	.

Bioassay records: PubChem, several laboratories
